Ub-GFP proteasome – ubiquitin-GFP accumulation via proteasome inhibition; Ubiquitin-GFP reporter cells, proteasome inhibition, GFP fluorescence; response scale: untreated = 0%, 10 µM MG-132 = 100%; Potency, µM (doses to about 45.9 µM), inactives show at the top dose activation (GFP accumulation), most hits filed as activators; 67,000 tested, under 10 active; active means well fitted activation curve with a large enough effect, not every such curve was filed as active; inconclusive means small, poorly fitted or top-dose-only effect, or another doubt; inactive means no such curve, though single readings can be large or run the other way; further: potency means the concentration at half of the fitted maximal effect
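U2OS cells stably expressing ubiquitin(G76V)-GFP, seeded overnight in 0.5% FBS medium, were exposed to compounds (qHTS, 46 uM to 2.9 nM) for 4 hr at 37 °C. GFP-positive cells were counted by laser cytometry (488 ex/515 em), normalized between basal and 10 uM MG-132.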
4MU fluor – 4-MU region autofluorescence; max dye-equivalent concentration, M; AID 589; compound autofluorescence, 340/450 nm, 4-MU equivalents; hits give high values; hit rate 11% among 59,000; in the data active means max dye-equivalent concentration above about 10 nM; inconclusive means mostly about 1.1 nM to 9.6 nM
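Compounds in 100 mM Tris, pH 8.0, sat 15 min at room temperature before fluorescence was read at 340 nm excitation/450 nm emission; a per-plate six-point 4-MU standard curve converted signals to dye-equivalent concentration at each compound concentration.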
HBB splicing – modulators of hemoglobin beta chain splicing; HBB splicing reporter cell assay, activation; EGFP reporter with mutant IVS2-654 intron; response scale: normalised to 500 nM splice-correcting PNA; Potency, µM (top dose mostly 46.1 µM), for the others: top-dose activation, most hits filed as activators; hit rate 0.06% among 65,000; AID 925; further: potency means the concentration at half of the fitted maximal effect; 0% is about no effect
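HeLa cells stably expressing EGFP interrupted by mutant beta-globin intron 2 (IVS2-654), 500/well in 2% FCS. Treated with compound for 2 days at 37C. Splicing correction scored as total well GFP intensity (488 nm excitation, 500-520 nm emission); 500 nM antisense PNA served as control.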
CRE Fsk mod – CRE-bla signaling modulation under forskolin stimulation. CHO CRE-bla reporter (cAMP response element driving beta-lactamase), forskolin EC10, beta-lactamase ratio. hit rate 2.5% among 71,000. Potency, µM (doses to about 38.2 µM), without a hit: at the top dose activity change, negative = inhibition, usual class: activators. AID 662; active means well fitted activation curve with a large enough effect in the signal ratio, with a control signal flat, not every such curve was filed as active; inconclusive means small, poorly fitted or top-dose-only effect, or effect the other way, or a change in a side signal; the % refers to the signal ratio; further: potency means the concentration at half of the fitted maximal effect; % of control where 0% means no effect
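The 460nm/530nm emission ratio after CCF4 loading defined %Activity, from which AC50 values were obtained. CRE-bla CHO cells received compound dilution series together with an EC10 level of NKH 477 for 3 hours at 37 degrees Celsius.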
A350 autofl – A350 region autofluorescence | hit rate 11% among 59,000 | max dye-equivalent concentration, M | Compound autofluorescence, 340/450 nm, Alexa 350 dye-equivalents; hits give high values | AID 590; in the data active means max dye-equivalent concentration above about 10 nM; inconclusive means mostly about 1.1 nM to 9.6 nM
BRCT PPI green – BRCA1 BRCT-phosphoprotein interaction inhibition; P38398; hit rate 0.05% among 75,000; BRCA1 BRCT-phosphopeptide binding, green fluorescence polarization; Potency, µM (series often up to 76.9 µM), without a hit: at the top dose activity change, negative = inhibition, actives largely listed as inhibitors;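 further: potency means the concentration at half of the fitted maximal effect; plate controls were peptide without protein for full effect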
Target sequence (P38398 whole entry, looked up): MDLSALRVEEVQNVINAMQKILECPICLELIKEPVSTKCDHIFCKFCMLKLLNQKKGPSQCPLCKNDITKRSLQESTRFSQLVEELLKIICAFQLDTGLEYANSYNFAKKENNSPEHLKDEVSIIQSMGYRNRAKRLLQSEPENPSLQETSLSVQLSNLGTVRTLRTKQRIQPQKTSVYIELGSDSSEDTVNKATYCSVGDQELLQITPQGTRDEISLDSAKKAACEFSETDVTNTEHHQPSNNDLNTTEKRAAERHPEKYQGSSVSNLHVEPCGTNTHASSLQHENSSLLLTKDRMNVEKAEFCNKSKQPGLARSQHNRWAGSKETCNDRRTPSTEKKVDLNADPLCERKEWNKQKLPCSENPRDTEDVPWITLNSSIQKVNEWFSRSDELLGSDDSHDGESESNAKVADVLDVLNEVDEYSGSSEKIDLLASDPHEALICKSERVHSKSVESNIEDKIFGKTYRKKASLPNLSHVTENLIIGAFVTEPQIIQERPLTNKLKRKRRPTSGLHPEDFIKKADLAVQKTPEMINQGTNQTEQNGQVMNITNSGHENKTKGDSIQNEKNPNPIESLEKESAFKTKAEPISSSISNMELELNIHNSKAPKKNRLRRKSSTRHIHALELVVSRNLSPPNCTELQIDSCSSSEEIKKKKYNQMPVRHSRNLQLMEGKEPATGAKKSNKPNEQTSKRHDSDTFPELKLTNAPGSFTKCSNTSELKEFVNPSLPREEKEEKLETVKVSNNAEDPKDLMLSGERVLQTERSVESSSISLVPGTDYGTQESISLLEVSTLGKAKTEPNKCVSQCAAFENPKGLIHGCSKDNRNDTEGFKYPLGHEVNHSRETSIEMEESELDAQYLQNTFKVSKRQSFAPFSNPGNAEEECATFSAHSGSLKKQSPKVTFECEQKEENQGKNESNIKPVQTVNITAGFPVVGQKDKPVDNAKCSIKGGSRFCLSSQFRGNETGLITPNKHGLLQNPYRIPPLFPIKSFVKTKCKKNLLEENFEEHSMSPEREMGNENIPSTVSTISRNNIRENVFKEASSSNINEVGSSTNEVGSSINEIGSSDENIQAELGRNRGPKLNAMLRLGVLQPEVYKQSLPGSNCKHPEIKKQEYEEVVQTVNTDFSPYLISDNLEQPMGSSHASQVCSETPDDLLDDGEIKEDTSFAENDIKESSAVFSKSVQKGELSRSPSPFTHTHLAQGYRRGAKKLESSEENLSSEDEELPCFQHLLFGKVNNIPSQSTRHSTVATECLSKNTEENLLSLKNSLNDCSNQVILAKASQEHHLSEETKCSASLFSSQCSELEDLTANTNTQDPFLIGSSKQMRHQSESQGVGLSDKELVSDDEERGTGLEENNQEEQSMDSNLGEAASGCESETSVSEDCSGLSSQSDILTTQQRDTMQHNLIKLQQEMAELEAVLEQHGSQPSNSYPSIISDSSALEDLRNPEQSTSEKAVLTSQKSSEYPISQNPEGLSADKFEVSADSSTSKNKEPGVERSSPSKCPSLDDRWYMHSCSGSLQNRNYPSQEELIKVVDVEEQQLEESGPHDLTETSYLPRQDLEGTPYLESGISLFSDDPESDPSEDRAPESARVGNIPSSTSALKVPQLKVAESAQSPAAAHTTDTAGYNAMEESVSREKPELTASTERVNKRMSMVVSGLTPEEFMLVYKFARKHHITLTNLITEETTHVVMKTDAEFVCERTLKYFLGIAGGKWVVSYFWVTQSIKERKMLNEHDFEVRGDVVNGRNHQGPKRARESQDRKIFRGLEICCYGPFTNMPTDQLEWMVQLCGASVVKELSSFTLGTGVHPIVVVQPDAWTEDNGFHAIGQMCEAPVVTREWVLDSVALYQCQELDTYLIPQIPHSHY
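Compounds were incubated for 12 min at room temperature with a complex of 100 nM fluorescein-tagged pBACH1 decapeptide and 250 nM His-tagged BRCT protein. Buffer was phosphate pH 7.3 with EDTA, DTT and Tween 20. Disruption of binding lowers the polarization signal.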
Epigenetic mod – derepresses silenced GFP locus in mouse C127i cells. mouse C127i GFP locus derepression, cytometry, 30 h. Potency, µM (top dose mostly 46.1 µM), without a hit: top-dose GFP derepression (activation). hit rate 0.09% among 68,000. AID 597; further: % of control where 0% means no effect
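Locus derepression in mouse mammary C127i cells whose integrated CMV-GFP reporter is normally silent; GFP expression after 30 h compound treatment was quantified by counting fluorescent cells.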
DNA Pol III inh – DNA polymerase III holoenzyme inhibition; reconstituted DNA polymerase III holoenzyme replication, biochemical; Potency, µM (series often up to 57.1 µM), without a hit: top-dose activity change, negative = inhibition; hit rate 0.25% among 71,000; AID 603; further: potency means the concentration at half of the fitted maximal effect; on the % scale 0 is the no-effect control and ±100 the full control effect
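Reconstituted *E. coli* holoenzyme (0.35 nM Pol III, 1 nM beta, 154 nM SSB, 2 nM primase) was preincubated with compound for 15 min at RT. Synthesis on 1.4 nM ssM13Gori ran 35 min, then was stopped with PicoGreen/EDTA and read as dsDNA fluorescence.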
Hsp90 Hop PPI – changes Hsp90-Hop TPR2A binding signal, up or down | AlphaScreen TPR2A-His6 binding biotin-Hsp90 C-terminal peptide | Potency, µM (series often up to 57 µM), without a hit: at the top dose activity change, negative = inhibition | hit rate 0.44% among 71,000 | AID 595; active means well fitted curve in either direction with a large enough effect; inconclusive means small, poorly fitted or top-dose-only effect, or another doubt; further: potency means the concentration at half of the fitted maximal effect; on the % scale 0 is the no-effect control and ±100 the full control effect; many of its hits are not listed in these tables
ALOX15 inhib – 15-hLO (ALOX15) enzyme inhibition. P16050. purified 15hLO-1, xylenol orange hydroperoxide absorbance. Potency, µM (highest dose often 57.1 µM), for the others: top-dose activity change, negative = inhibition, usual class: inhibitors. hit rate 1.4% among 74,000. AID 887; further: potency means the concentration at half of the fitted maximal effect; on the % scale 0 is the no-effect control and ±100 the full control effect; nearly all actives have a fitted effect of over 55% in size
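Hydroperoxide formed from arachidonic acid (50 uM) by purified human 15hLO-1 (40 nM) oxidizes ferrous iron, and the ferric-xylenol orange complex is read at 573 versus 405 nm. Compounds were preincubated 15 min; reaction ran 6 min at room temperature.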
BRCT PPI red – inhibitors of human BRCA1 BRCT-phosphoprotein interaction (red fluorophore). hit rate 0.03% among 75,000. Potency, µM (highest dose often 76.9 µM), for inactives: at the top dose activity change, negative = inhibition, actives largely listed as inhibitors. P38398. BRCT-phosphopeptide binding, red fluorescence polarization. AID 892; further: on the % scale 0 is the no-effect control and ±100 the full control effect
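Rhodamine-labelled pBACH1 10-mer (100 nM) bound to BRCT domain (100 nM) at pH 7.3; compounds incubated 12 min room temperature, polarization read. Free peptide defines full inhibition; unlabelled decapeptide titrated as control.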
* marks the source's active call; other numbers are inactive results; i = inactive; ? = inconclusive; / = no result given; [ ] = another dose, or the depositor's remark. Unless noted, the call rests on the fitted dose curve; in most records, active means well fitted curve in the direction sought with a large enough effect; inconclusive means small, poorly fitted or top-dose-only effect, or another doubt; inactive means no such curve, though single readings can be large; an effect the other way counts as inactive or inconclusive. No enrichment for hits (roughly 12% active in at least one column).

SMILES | Ub-GFP proteasome | 4MU fluor | HBB splicing | CRE Fsk mod | A350 autofl | BRCT PPI green | Epigenetic mod | DNA Pol III inh | Hsp90 Hop PPI | ALOX15 inhib | BRCT PPI red
CC(=O)O[C@@H]1CC[C@]2(C)[C@H]3CC[C@]4(C)[C@H](C[C@H]5CCCC[C@@]54C(C)=O)[C@@H]3CC(=O)[C@@]2(O)C1 | -4% | i | / | 9% | i | / | -5%[9.22 µM] | 0% | -11% | / | /
CCNc1ncc2nc(-c3cn(C)c4ccccc34)c(=O)n(CCC#N)c2n1 | 2% | ? | 0.9% | 4µM* | ? | -2.1% | 2%[9.22 µM] | -9% | 0% | -5% | -0.6%
CCCS(=O)(=O)N1CCC(C(=O)N2CCc3ccccc3C2)CC1 | 11% | i | -2.6% | ? | i | 0.3% | 0% | 6% | 1% | 3% | 0.5%
N=c1c(S(=O)(=O)c2ccccc2)cc2c(=O)n3ccccc3nc2n1CCN1CCOCC1 | -4% | 8.3e-07M* | 1.4% | ? | 1e-06M* | -0.8% | 0% | -1% | -4% | 0% | -2.1%
CCN(CC)CCCCn1c(-c2ccccc2)nc2c(N(CCOC)CCOC)nc(C)nc21 | 0% | / | -0.1% | 15% | / | -4.2% | / | -4% | -3% | 1% | 0.5%
COc1ccc2c(CC(=O)NCc3ccc4c(c3)OCO4)coc2c1 | 3% | i | -2.3% | ? | i | -1.2% | -1% | -2% | -4% | -7% | -0.4%
CCOC(=O)CCC(=O)OCC(=O)NC(C)C1CC2CCC1C2 (configuration not stated) | -1% | i | 0.0% | ? | i | -1.0% | -1% | 1% | 0% | 7% | -1.6%
COc1ccc(NC(=O)N2CCCCC2)cc1 | 2% | i | 0.1% | 1% | i | 0.7% | 9% | -8% | -1% | -2% | 0.6%
CC(C)Cn1c(=O)c2c(nc3n2CCCN3CCc2ccccc2)n(C)c1=O | -3% | i | 7.4%[0.369 µM] | ? | i | -3.5% | 4% | 10% | ? | -16% | -0.3%
Cc1cc(C)n(CC(O)Cn2c3ccccc3c3ccccc32)c(=O)n1 (configuration not stated) | -12% | / | 1.1% | -8% | / | -0.6% | -2% | 3% | -6% | 0% | -0.9%

Three compounds from above, ordered by the number in DNA Pol III inh, largest number first:
| Molecule | 4MU fluor | CRE Fsk mod | A350 autofl | BRCT PPI green | DNA Pol III inh | Hsp90 Hop PPI | ALOX15 inhib | BRCT PPI red |
| --- | --- | --- | --- | --- | --- | --- | --- | --- |
| N=c1c(S(=O)(=O)c2ccccc2)cc2c(=O)n3ccccc3nc2n1CCN1CCOCC1 | 8.3e-07M* | ? | 1e-06M* | -0.8% | -1% | -4% | 0% | -2.1% |
| COc1ccc2c(CC(=O)NCc3ccc4c(c3)OCO4)coc2c1 | i | ? | i | -1.2% | -2% | -4% | -7% | -0.4% |
| CCN(CC)CCCCn1c(-c2ccccc2)nc2c(N(CCOC)CCOC)nc(C)nc21 | / | 15% | / | -4.2% | -4% | -3% | 1% | 0.5% |

Structures shown so far that have a carbonyl joined to an NH by a bond outside any ring (three):
SMILES | Ub-GFP proteasome | 4MU fluor | HBB splicing | CRE Fsk mod | A350 autofl | BRCT PPI green | Epigenetic mod | DNA Pol III inh | Hsp90 Hop PPI | ALOX15 inhib | BRCT PPI red
COc1ccc2c(CC(=O)NCc3ccc4c(c3)OCO4)coc2c1 | 3% | i | -2.3% | ? | i | -1.2% | -1% | -2% | -4% | -7% | -0.4%
CCOC(=O)CCC(=O)OCC(=O)NC(C)C1CC2CCC1C2 (configuration not stated) | -1% | i | 0.0% | ? | i | -1.0% | -1% | 1% | 0% | 7% | -1.6%
COc1ccc(NC(=O)N2CCCCC2)cc1 | 2% | i | 0.1% | 1% | i | 0.7% | 9% | -8% | -1% | -2% | 0.6%

(continued)
SMILES | Ub-GFP proteasome | 4MU fluor | HBB splicing | CRE Fsk mod | A350 autofl | BRCT PPI green | Epigenetic mod | DNA Pol III inh | Hsp90 Hop PPI | ALOX15 inhib | BRCT PPI red
N#CC(C#N)=c1ccc2c(c1)N1C3=C(CCCC3)CC3CCCCC31N=2 (configuration not stated) | -4% | i | 21%[57.5 µM] | 11% | i | -0.9% | ? | 4% | ? | 2% | -2.9%
COc1ccc(CNC(=O)C(NS(=O)(=O)c2ccc3c(c2)CCCN3C(C)=O)C(C)C)cc1 (configuration not stated) | 1% | i | 1.9% | -26% | i | 0.3% | 3% | 2% | 2% | -1% | -0.4%
COc1ccccc1-c1cc(C(=O)Nc2ccc(F)cc2F)no1 | -6% | i | -0.8% | 12% | i | -2.7% | -1% | -8% | 2% | 0% | 1.2%
Cn1cc(S(=O)(=O)Nc2ccc(Br)cc2F)c(=O)n(C)c1=O | 7% | / | 0.0% | 27% | / | -3.9% | / | -7% | -1% | ? | -5.3%
Cn1nnc2c(N3CCCCC3)nccc21 | 0% | ? | 0.1% | -6% | ? | 0.0% | 0% | 2% | 0% | 5% | 1.9%
Cc1ccc(S(=O)(=O)c2nc(S(C)(=O)=O)sc2N(C)C)cc1 | 3%[9.17 µM] | / | -0.1%[0.0738 µM] | ? | / | -2.2% | 2% | 2%[11.4 µM] | -3%[11 µM] | 5%[11.4 µM] | 0.4%
O=C(CC(=O)c1ccncc1)c1ccccc1 | 2%[9.17 µM] | i | 0.4%[9.22 µM] | 4%[7.6 µM] | i | 1.6%[15.4 µM] | -2%[9.22 µM] | 5%[11.4 µM] | -2%[11 µM] | 8%[11.4 µM] | 0.6%[15.4 µM]
C=CCn1c(-c2ccco2)n[nH]c1=S | 9%[9.17 µM] | / | 0.8%[0.0738 µM] | ? | / | -2.6% | 0% | 1%[11.4 µM] | ? | ? | -3.3%
COc1ccc(CN2CCC(CNC(=O)NC3CCCCC3)CC2)cc1 | 1% | i | / | -4% | i | -5.2% | -3% | -3% | 5% | -16% | -1.2%
CC(C)c1nc(SCC(=O)N2CCCC2)c2ccccc2n1 | 1% | i | 2.4% | 4% | i | -4.6% | 0% | -2% | -2% | -2% | 0.4%
CCN(CC)S(=O)(=O)c1ccc2c(c1)nc(SCn1nnc3ccccc3c1=O)n2CC | -4% | i | -1.2% | ? | i | -2.0% | 1% | -1% | 0% | -22% | 0.8%
COc1ccc(CCNC(=O)CN2CCC(n3nnc4cc(F)ccc43)CC2)cc1OC | -3% | i | -3.9% | ? | ? | -1.8% | -2% | 3% | -2% | 3% | -0.3%
O=C(CCCN1C(=O)c2ccccc2C1=O)Nc1ccc(Br)cn1 | 8% | i | 0.4% | -2% | i | 0.0% | 4% | 0% | -4% | 0% | -2.4%
NS(=O)(=O)c1ccc(NC(=O)COC(=O)CCNC(=O)NC23CC4CC(CC(C4)C2)C3)cc1 | -2% | i | -12% | 1% | i | -5.5% | 0% | 3% | -5% | -14% | 1.1%
CCOC(=O)c1ccc(OCc2nc(-c3cccs3)no2)cc1 | 2% | i | 1.2% | ? | i | 0.0% | -1% | -5% | 21% | -3% | 0.6%
Cc1ccccc1-c1nccc(NCc2cccnc2)n1 | 0% | i | -1.5% | ? | i | -0.3% | -3%[9.22 µM] | 3% | 0% | -8% | 1.0%
C=Cc1c(C)c2cc3nc(cc4[nH]c(cc5nc(cc1[nH]2)C(C)=C5CCC(=O)O)c(CCC(=O)OC)c4C)[C@@]1(C)C3=CC=C(C(=O)OC)[C@H]1C(=O)OC (tested in a mixture with another compound) | 7%[20.5 µM] | ? | -0.7%[20.6 µM] | ? | ? | -0.8%[34.4 µM] | 12%[20.6 µM] | 1%[25.6 µM] | 0.25µM* | -14%[25.6 µM] | -0.8%[34.4 µM]
CCn1cc(CN(C)C(=O)CSc2nc(-c3ccco3)cc(C(F)(F)F)n2)c(C)n1 | 3% | i | 0.2% | 17% | i | 2.7% | 0% | -3% | -7% | -1% | -0.5%
Nc1ccccc1NC1=CC(=O)CC(c2ccco2)C1 (configuration not stated) | 3% | i | -1.8% | 0% | i | -0.5% | 2% | -6% | -14% | ? | -0.4%
CCOC(=O)C1CCN(c2c(NCCCN3CCN(Cc4ccccc4)CC3)c(=O)c2=O)CC1 | -9% | i | 1.1% | ? | i | -3.2% | 3% | -1% | 5% | -11% | 1.0%
N#CC1=C(SCc2ccccc2)NC(=O)CC1c1cccc(O)c1 (configuration not stated) | -4% | / | -0.8%[9.22 µM] | 1% | / | 0.0% | -2% | 0% | -10% | -8% | 0.1%
CCOc1ccccc1OCc1nn2c(-c3ccc(C)cc3)nnc2s1 | -5% | i | -1.2% | ? | i | 1.5% | -3% | -1% | -2% | -2% | -4.3%

Bioassay records deposited in PubChem BioAssay by National Center for Advancing Translational Sciences (NCATS).
